rTrxR1 inhibitor – qHTS Assay for Inhibitors of Mammalian Selenoprotein Thioredoxin Reductase 1 (TrxR1): qHTS; Thioredoxin reductase 1, cytoplasmic (Rattus norvegicus), O89049; AID 588453, 2011; Potency, µM (top dose mostly 114 µM), inactives show at the highest dose activity change, negative = inhibition, usual class: inhibitors; 390,000 tested, 1% active; recombinant rTrxR1, NADPH fluorescence consumption, selenite substrate; note: potency is the fitted concentration of half-maximal effect; % is set by controls: 0 for no effect and ±100 for the full control effect; nearly all actives have a fitted effect of over 65% in size
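Rat TrxR1 (90 nM in the dispensed reagent) was pre-reduced with 400 uM NADPH for 5 min at room temperature, then incubated with compound for 15 min. After 400 uM selenite was added, NADPH fluorescence (Ex 340/Em 450 nm) was followed for 8 min.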
USP1-UAF1 inh – Inhibitors of USP1/UAF1: Primary Screen | Potency, µM (top dose mostly 57.1 µM), for inactives: top-dose activity change, negative = inhibition, actives largely listed as inhibitors | recombinant USP1/UAF1, Ub-Rhodamine cleavage fluorescence | AID 743255, 2014 | 390,000 tested, 0.23% active | Ubiquitin carboxyl-terminal hydrolase 1 (Homo sapiens), O94782; note: potency is the fitted concentration of half-maximal effect; % is set by controls: 0 for no effect and ±100 for the full control effect; nearly all actives have a fitted effect of over 60% in size; inactives centre near -12
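USP1/UAF1 complex at 1 nM was preincubated with compound for 15 min at room temperature, then Ub-Rho substrate (150nM final) was added. Fluorescence (480/540 nm) was read kinetically, 6 reads every 60 seconds.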
TRHR ag – qHTS for Small Molecule Agonists and Allosteric Enhancers of Human TRH Receptor: Primary Screen for Agonists | TRHR cells, calcium flux fluo-8, FDSS agonist mode | AID 493084, 2011 | activation, % at 2 µM | 360,000 tested, 0.18% active; in the data active = activation above about 30%; note: 0% is about no effect
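TRHR-expressing cells loaded with fluo-8 calcium dye; 23 nL library compound pin-transferred, kinetic FDSS fluorescence (Ex 480/Em 530) recorded about 180 s for agonist-induced calcium release, before a 10 nM TRH EC20 addition for potentiator mode.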
PI4K2A block – qHTS for small molecular inhibitors of PI4K2A; Phosphatidylinositol 4-kinase type 2-alpha (Homo sapiens), Q9BTU6; purified PI4K2A, ADP-Glo luminescence, 1 h; active compounds read low; activity change, negative = inhibition, % at 76.9 µM; 420,000 tested, 0.13% active; in the data active = activity change below about -50%; inconclusive = mostly about -30% to -49%;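 note: -100% = wells without enzyme as full effect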
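Compounds are screened against recombinant PI4K2A using PI as substrate and ATP, the latter dispensed at 300 microM. Reactions run one hour at ambient temperature before ADP-Glo detection; full inhibition defined by wells lacking enzyme.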
D2 agonist – HTS Assay for Allosteric Agonists of the Human D2 Dopamine Receptor: Primary Screen for Agonists | 340,000 tested, 0.53% active | D(2) dopamine receptor (Homo sapiens), P14416 | AID 485358, 2010 | HEK293 T-REx D2 cells, calcium flux agonist mode | activation, % at 2 µM;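 active = activation over 3 SD above normal in the single-dose calcium agonist read, cut at about 30% in these data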; note: 0% is about no effect
Target sequence (P14416 whole entry, looked up): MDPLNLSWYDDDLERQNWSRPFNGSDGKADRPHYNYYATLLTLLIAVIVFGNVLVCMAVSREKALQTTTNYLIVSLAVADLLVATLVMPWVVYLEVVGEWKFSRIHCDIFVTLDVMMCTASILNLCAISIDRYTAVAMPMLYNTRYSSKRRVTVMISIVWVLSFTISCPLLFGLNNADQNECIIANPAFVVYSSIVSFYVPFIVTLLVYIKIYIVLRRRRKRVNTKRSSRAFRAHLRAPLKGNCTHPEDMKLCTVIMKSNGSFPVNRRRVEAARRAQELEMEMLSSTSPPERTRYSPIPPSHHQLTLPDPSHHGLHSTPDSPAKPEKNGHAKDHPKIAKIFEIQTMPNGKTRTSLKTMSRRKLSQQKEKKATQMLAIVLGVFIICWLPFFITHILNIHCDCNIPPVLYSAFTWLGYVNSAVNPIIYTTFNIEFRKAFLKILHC
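Tetracycline-induced HEK293 T-REx cells with force-coupled D2 receptor, plated overnight at 30 C, loaded with no-wash calcium dye. After a 10 s baseline, compound was pin-added and calcium flux read kinetically for 180 s; calcium rises flagged agonists.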
TRHR PAM – qHTS for Small Molecule Agonists and Allosteric Enhancers of Human TRH Receptor: Primary Screen for Enhancers; TRHR cells, fluo-8 calcium fluorescence, EC20 TRH enhancement; 360,000 tested, 0.66% active; enhancement, % at 2 µM; Thyrotropin-releasing hormone receptor (Homo sapiens), P34981; in the data active = enhancement above about 30%; note: 0% is about no effect
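TRHR-expressing cells loaded with fluo-8 calcium dye were read kinetically (ex 480/em 530) during compound addition, then stimulated with an EC20 of TRH (10 nM final). Enhancement of the Gq-mediated intracellular calcium response was scored.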
TrxR1 substrate – qHTS Assay for Substrates of Mammalian Selenoprotein Thioredoxin Reductase 1 (TrxR1): qHTS. 390,000 tested, 0.01% active. purified TrxR1 substrate turnover, NADPH consumption readout. Thioredoxin reductase 1, cytoplasmic (Rattus norvegicus), O89049. Potency, µM (series often up to 114 µM), for the others: at the highest dose activity change, negative = substrate turnover; note: potency is the fitted concentration of half-maximal effect; % is set by controls: 0 for no effect and ±100 for the full control effect; nearly all actives have a fitted effect of over 50% in size
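Rat TrxR1, dispensed at 90 nM, was prereduced with 400 uM NADPH (final) for 5 min at ~22 deg C, then incubated with compound 15 min before 400 uM selenite. A first-read NADPH fluorescence drop versus no-compound background flagged substrates.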
IDH1 R132H inh – qHTS for Inhibitors of mutant isocitrate dehydrogenase 1 (IDH1): qHTS. Isocitrate dehydrogenase [NADP] cytoplasmic (Homo sapiens), O75874. IDH1-R132H enzyme, NADPH consumption, diaphorase/resazurin fluorescence. Potency, µM (doses to about 76.6 µM), inactives show top-dose activity change, negative = inhibition, most hits filed as inhibitors. 390,000 tested, 0.093% active; note: potency is the fitted concentration of half-maximal effect; % is set by controls: 0 for no effect and ±100 for the full control effect; nearly all actives have a fitted effect of over 65% in size
Target sequence (O75874 whole entry R132H, stated change not applied): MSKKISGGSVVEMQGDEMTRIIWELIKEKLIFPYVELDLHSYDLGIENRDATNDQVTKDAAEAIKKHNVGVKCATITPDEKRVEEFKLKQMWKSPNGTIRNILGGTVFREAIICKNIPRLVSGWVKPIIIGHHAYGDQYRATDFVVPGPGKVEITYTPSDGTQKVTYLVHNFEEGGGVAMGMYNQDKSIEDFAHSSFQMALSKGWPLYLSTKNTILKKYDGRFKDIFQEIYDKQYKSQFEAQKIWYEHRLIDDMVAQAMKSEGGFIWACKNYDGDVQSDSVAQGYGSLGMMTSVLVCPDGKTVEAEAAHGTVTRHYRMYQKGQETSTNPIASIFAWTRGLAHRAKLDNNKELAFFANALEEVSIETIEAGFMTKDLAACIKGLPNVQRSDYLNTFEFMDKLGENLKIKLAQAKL
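IDH1-R132H (0.5 ug/mL) preincubated 30 min with compound, then NADPH (0.016 mM) and alpha-KG (2 mM) added; 80 min at RT, pH 7.5. Remaining NADPH coupled via diaphorase/resazurin to fluorescence (540/590 nm); concentration-response curves normalized to no-enzyme control.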
D2 antag – HTS Assay for Allosteric Antagonists of the Human D2 Dopamine Receptor: Primary Screen for Antagonists | D(2) dopamine receptor (Homo sapiens), P14416 | HEK293 TREx D2 cells, calcium flux, dopamine EC80 | inhibition, % at 10 µM | 340,000 tested, 2% active | AID 485344, 2010; in the data active = inhibition above about 30%; note: 0% is about no effect
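Tetracycline-induced HEK293 T-REx cells expressing D2 force-coupled to calcium signalling were dye-loaded, exposed to compound for 180 s, then challenged with an EC80 of dopamine; calcium flux was followed kinetically for a further 180 s.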
The depositor's hits bear a star; ? = inconclusive; . = not tested or not shown; [ ] = dose if it differs, or a comment. Unless noted, calls come from the whole dose curve; as a rule, active = well fitted inhibition curve with a large enough effect; inconclusive = small, poorly fitted or top-dose-only effect; inactive = no such curve, though single readings can be large or run the other way.

Key to letters – A = rTrxR1 inhibitor; B = USP1-UAF1 inh; C = TRHR ag; D = PI4K2A block; E = D2 agonist; F = TRHR PAM; G = TrxR1 substrate; H = IDH1 R132H inh; I = D2 antag
1) Cc1ccc(-c2nnc(SCC(=O)N(C)C)nc2-c2ccc(C)cc2)cc1
  A: -0.6% | B: -23.7% | C: -1.5 | D: -1.7 | E: -0.9 | F: -0.1 | G: -8.0% | H: -3.9% | I: -6.0
2) CCc1nnc(NC(=O)CSc2nc3c([nH]c4ccccc43)c(=O)n2-c2ccc(C)cc2)s1
  A: 1.2%[57.1 µM] | B: -17.5% | C: -0.1 | D: -1.3 | E: 1.3 | F: 7.4 | G: -4.4%[57.1 µM] | H: -17.9% | I: .
3) CCC1CCCCN1C(=S)NC(=O)c1cccc([N+](=O)[O-])c1 (configuration not stated)
  A: -4.3% | B: -13.0% | C: 0.0 | D: -8.8 | E: 0.9 | F: -1.2 | G: 2.5% | H: 0.2% | I: 16.5
4) O=C(NC(=S)Nc1ccc(N2CCCCC2)cc1)c1cccs1
  A: ? | B: -10.6% | C: 1.0 | D: -10.9 | E: 1.6 | F: 1.0 | G: 5.3% | H: 12.3% | I: -12.6
5) Cc1c(C=O)c2ccccn2c1C(=O)c1ccccc1
  A: -5.6%[57.1 µM] | B: -12.9% | C: 0.6 | D: 0.9 | E: 0.7 | F: -6.2 | G: -6.1%[57.1 µM] | H: 11.7% | I: 4.3
6) COc1ccc(CSCC(=O)Nc2ccccc2)cc1[N+](=O)[O-]
  A: 19.3% | B: -23.3% | C: -0.5 | D: 3.8 | E: 2.3 | F: -4.3 | G: 5.0% | H: 4.7% | I: 28.2
7) CN(C(=O)CSc1nc(-c2cccs2)nc2ccccc12)C1CCS(=O)(=O)C1 (configuration not stated)
  A: 21.5%[57.1 µM] | B: -14.3% | C: . | D: 0.2 | E: . | F: . | G: 21.8%[57.1 µM] | H: 5.9% | I: .
8) CCC(=O)Nc1ccc2nc(SCc3ccc(C)cc3)sc2c1
  A: 12.4% | B: -24.3% | C: 0.0 | D: 13.3 | E: -0.5 | F: 5.8 | G: 1.4% | H: 2.5% | I: .
9) O=C1CS/C(=N/N=C/c2ccco2)N1Cc1ccc(F)cc1
  A: ? | B: 0.0% | C: -0.4 | D: 5.3 | E: -0.4 | F: 2.8 | G: -0.8% | H: 2.4% | I: 9.6
10) Cc1sc2ncnc(SCC(=O)c3ccc(Cl)s3)c2c1C
  A: . | B: . | C: 0.0 | D: . | E: 0.3 | F: -2.5 | G: . | H: . | I: -6.4
11) CCN(CC)S(=O)(=O)c1cccc(C(=O)N/N=C/c2cc(OC)c(O)c(OC)c2)c1
  A: -15.3% | B: -7.8% | C: -0.2 | D: -3.5 | E: -0.1 | F: -3.3 | G: -14.6% | H: 4.6% | I: 1.3
12) CCn1cc([N+](=O)[O-])nc1C
  A: 19.2% | B: 0.1% | C: 1.2 | D: -5.0 | E: . | F: 2.1 | G: 4.2% | H: 6.3% | I: .
13) O=C(NCc1ccc(F)cc1)c1cccc2c1C(=O)c1ccc(N3CCC(Cc4ccccc4)CC3)cc1S2(=O)=O
  A: 7.8% | B: . | C: . | D: -3.2 | E: . | F: . | G: -4.2% | H: 1.0% | I: .
14) COCCn1c(SCC(=O)NNC(=O)Cc2ccccc2)nc2ccccc2c1=O
  A: 20.9%[57.1 µM] | B: -6.8% | C: 0.7 | D: -4.3 | E: 2.4 | F: 1.3 | G: 5.5%[57.1 µM] | H: 7.2% | I: -0.8
15) NC(=O)C1CCN(C(=O)c2cc(Cl)c3c(c2)OCCO3)CC1
  A: -14.9% | B: -5.8% | C: . | D: 2.3 | E: . | F: . | G: -13.4% | H: 8.3% | I: .

Part of the list above, with two lines to a compound.
Second line of a record – rTrxR1 inhibitor	USP1-UAF1 inh	TRHR ag	PI4K2A block	D2 agonist	TRHR PAM	TrxR1 substrate	IDH1 R132H inh	D2 antag
2	CCc1nnc(NC(=O)CSc2nc3c([nH]c4ccccc43)c(=O)n2-c2ccc(C)cc2)s1
  1.2%[57.1 µM]	-17.5%	-0.1	-1.3	1.3	7.4	-4.4%[57.1 µM]	-17.9%	.
3	CCC1CCCCN1C(=S)NC(=O)c1cccc([N+](=O)[O-])c1 (configuration not stated)
  -4.3%	-13.0%	0.0	-8.8	0.9	-1.2	2.5%	0.2%	16.5
4	O=C(NC(=S)Nc1ccc(N2CCCCC2)cc1)c1cccs1
  ?	-10.6%	1.0	-10.9	1.6	1.0	5.3%	12.3%	-12.6
5	Cc1c(C=O)c2ccccn2c1C(=O)c1ccccc1
  -5.6%[57.1 µM]	-12.9%	0.6	0.9	0.7	-6.2	-6.1%[57.1 µM]	11.7%	4.3
6	COc1ccc(CSCC(=O)Nc2ccccc2)cc1[N+](=O)[O-]
  19.3%	-23.3%	-0.5	3.8	2.3	-4.3	5.0%	4.7%	28.2
7	CN(C(=O)CSc1nc(-c2cccs2)nc2ccccc12)C1CCS(=O)(=O)C1 (configuration not stated)
  21.5%[57.1 µM]	-14.3%	.	0.2	.	.	21.8%[57.1 µM]	5.9%	.
8	CCC(=O)Nc1ccc2nc(SCc3ccc(C)cc3)sc2c1
  12.4%	-24.3%	0.0	13.3	-0.5	5.8	1.4%	2.5%	.
9	O=C1CS/C(=N/N=C/c2ccco2)N1Cc1ccc(F)cc1
  ?	0.0%	-0.4	5.3	-0.4	2.8	-0.8%	2.4%	9.6
10	Cc1sc2ncnc(SCC(=O)c3ccc(Cl)s3)c2c1C
  .	.	0.0	.	0.3	-2.5	.	.	-6.4
11	CCN(CC)S(=O)(=O)c1cccc(C(=O)N/N=C/c2cc(OC)c(O)c(OC)c2)c1
  -15.3%	-7.8%	-0.2	-3.5	-0.1	-3.3	-14.6%	4.6%	1.3
12	CCn1cc([N+](=O)[O-])nc1C
  19.2%	0.1%	1.2	-5.0	.	2.1	4.2%	6.3%	.

More structures follow:
Key to letters – A = rTrxR1 inhibitor; B = USP1-UAF1 inh; C = TRHR ag; D = PI4K2A block; E = D2 agonist; F = TRHR PAM; G = TrxR1 substrate; H = IDH1 R132H inh; I = D2 antag
16) CC(C)(C)NC(=O)NC(=O)COC(=O)C1(C)CC1(Cl)Cl (configuration not stated)
  A: 4.7%[57.1 µM] | B: 10.6% | C: 0.0 | D: -1.1 | E: -0.2 | F: 2.9 | G: 10.7%[57.1 µM] | H: 0.6% | I: -3.0
17) COCC(=O)Nc1c(C(=O)Nc2ccc(C)cc2)oc2ccccc12
  A: -1.2% | B: -19.4% | C: -1.3 | D: 2.4 | E: -0.7 | F: 1.7 | G: 11.2% | H: -6.6% | I: .
18) COc1ccc2[nH]cc(C(=O)CNc3nc(C)cs3)c2c1
  A: -5.8% | B: -15.1% | C: -0.4 | D: -15.8 | E: . | F: -1.7 | G: 7.2% | H: -6.6% | I: .
19) OCCN1CCN(Cc2cccc(Oc3ccc(Cl)cc3)c2)CC1
  A: -5.4%[57.1 µM] | B: 1.5% | C: 0.4 | D: 1.8 | E: 0.0 | F: -7.1 | G: 6.3%[57.1 µM] | H: 5.8% | I: 6.1
20) CC1(C)OC(=O)C(=CNc2ccc(F)cc2)C(=O)O1
  A: 9.0% | B: 8.2% | C: 1.0 | D: 1.5 | E: 0.7 | F: 14.3 | G: -4.2% | H: 4.4% | I: -5.5
21) Cc1ccc(C)c(-c2nc(Cn3c(=O)cc(-c4ccccc4)c4c(C)nn(C)c43)c(C)o2)c1
  A: 7.0%[57.1 µM] | B: 1.2% | C: 31.7* | D: 0.2 | E: 0.8 | F: 2.9 | G: 2.4%[57.1 µM] | H: 20.4% | I: .
22) COc1ccc(-c2ccc3c(c2)S(=O)(=O)c2cccc(C(=O)NCCOc4ccccc4Cl)c2C3=O)cc1OC
  A: 4.8% | B: -0.2% | C: . | D: -3.9 | E: . | F: . | G: -0.3% | H: -1.1% | I: .
23) CCCCn1c(CCC(=O)O)nc2cc(S(=O)(=O)N(C)C)ccc21
  A: -8.7% | B: -9.3% | C: -0.2 | D: -2.4 | E: -0.1 | F: 1.5 | G: 5.2%[57.1 µM] | H: 7.5% | I: 12.7
24) O=C(C1CCN(S(=O)(=O)c2ccc(F)cc2)CC1)N1CCCC(C(F)(F)F)C1 (configuration not stated)
  A: 7.6% | B: -9.4% | C: -0.1 | D: -0.1 | E: -0.5 | F: 1.9 | G: 1.5% | H: 1.3% | I: -18.6

High-throughput results: PubChem BioAssay, National Center for Advancing Translational Sciences (NCATS)
